DNA FID counter: displaces DNA intercalator in HCV helicase counter-screen; DNA fluorescent intercalator displacement, fluorescence; inhibition, % at 7.9 µM; 0.17% of 290,000 active; in the data active = inhibition above about 37%;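 note: 0% = vehicle and 100% = reference compound; higher means more ethidium bromide displaced from hairpin DNA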
NALP1 yeast inh: NALP1 inhibition; inhibition, % at 10 µM; AID 2071; S. cerevisiae NALP1/ASC/caspase-1 growth, X-gal OD620, 72 h; 0.61% of 280,000 active; in the data active = inhibition mostly above about 24%, no sharp cut-off; inactive = mostly below about 32%; note: some compounds called inactive have numbers as strong as hits
MEKK3 PB1 HTS: raises or lowers MEK5 binding to the human MEKK3 PB1 domain; Q99759; bead-based flow cytometry, Alexa488-MEK5 binding to MEKK3; actives lie on both sides; 0 = blocked by unlabeled MEK5, 100 = vehicle; binding response (% of control), % at 10 µM; 1.4% of 290,000 active; AID 1529;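 active = binding response more than 3 SD above or below the average of its plate-row segment, actives on both sides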;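 note: Alexa488 bead fluorescence after subtracting the streptavidin-only scavenger bead signal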
Target sequence (Q99759 whole entry, looked up, the tested form may be a part): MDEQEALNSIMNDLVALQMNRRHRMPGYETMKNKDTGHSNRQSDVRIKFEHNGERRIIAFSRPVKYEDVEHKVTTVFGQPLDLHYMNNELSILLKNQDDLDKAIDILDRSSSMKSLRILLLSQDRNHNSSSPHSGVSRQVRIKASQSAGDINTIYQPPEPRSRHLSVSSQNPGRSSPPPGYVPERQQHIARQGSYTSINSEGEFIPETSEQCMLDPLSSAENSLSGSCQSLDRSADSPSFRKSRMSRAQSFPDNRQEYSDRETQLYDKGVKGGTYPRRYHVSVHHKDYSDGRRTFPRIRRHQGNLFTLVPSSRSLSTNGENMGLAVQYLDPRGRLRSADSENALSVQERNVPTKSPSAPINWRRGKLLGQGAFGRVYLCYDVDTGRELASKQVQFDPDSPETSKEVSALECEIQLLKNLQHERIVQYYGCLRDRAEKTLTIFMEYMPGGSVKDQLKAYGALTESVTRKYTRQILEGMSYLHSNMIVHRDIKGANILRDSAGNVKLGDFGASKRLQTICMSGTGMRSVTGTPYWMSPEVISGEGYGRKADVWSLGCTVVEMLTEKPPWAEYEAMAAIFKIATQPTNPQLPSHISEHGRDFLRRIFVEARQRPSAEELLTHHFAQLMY
MEKK2mut PB1 HTS: signal of MEK5 binding to mutant human MEKK2 PB1 domain; 0.35% of 290,000 active; bead flow cytometry, Alexa488-MEK5 binding to MEKK2 mutant; percent response, % at 10 µM; in the data active = percent response above about 24%, passing the limit was not always enough; note: inactives centre near 1; some results filed as inactive read as strong as hits; reference of the scale not given here
OXTR agonist: activates the human oxytocin receptor; CHO-OTR cells, Fluo-8 calcium fluorescence; normalized: DMSO 0%, oxytocin 100%; 0.32% of 320,000 active; activation, % at 3 µM;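 active = activation above the mean of all tested compounds plus 3 SD, cutoff set per screening run, cut at about 20% in these data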;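 note: peak over basal fluorescence ratio from a 100 s FLIPR kinetic read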
PHOSPHO1 inh: inhibitors of human PHOSPHO1 phosphatase. 1.1% of 290,000 active. inhibition, % at 13.3 µM. Q8TCT1. recombinant PHOSPHO1, absorbance phosphatase assay; in the data active = inhibition above about 60%
Target sequence (Q8TCT1 whole entry, looked up): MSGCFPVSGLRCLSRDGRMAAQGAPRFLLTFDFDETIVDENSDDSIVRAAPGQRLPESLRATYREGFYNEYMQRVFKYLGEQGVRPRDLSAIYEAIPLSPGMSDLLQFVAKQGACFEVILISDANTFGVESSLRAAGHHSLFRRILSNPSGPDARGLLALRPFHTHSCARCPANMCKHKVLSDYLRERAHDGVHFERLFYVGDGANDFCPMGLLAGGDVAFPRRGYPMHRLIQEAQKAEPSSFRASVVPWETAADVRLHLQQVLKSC
M18AAP inhibitor: blocks P. falciparum M18 aspartyl aminopeptidase | recombinant PfM18AAP, H-Glu-NHMec fluorogenic cleavage | inhibition, % at 7.35 µM | 1.2% of 290,000 active | AID 1822;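 active = inhibition above the campaign mean inhibition over all tested compounds plus 3 SD, cut at about 28% in these data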;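 note: 0% = plate median of test compound wells and 100% = 2 mM ZnCl2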
GPR7 antag: blocks human GPR7 receptor signaling; inhibition, % at 4.4 µM; 1.1% of 290,000 active; AID 1861; GPR7-expressing cells, fluorescence antagonist assay; in the data active = inhibition above about 16%, passing the limit was not always enough;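 note: cells stimulated with the agonist NPW; 0% = agonist with vehicle and 100% = vehicle without agonist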
MEKK2wt PB1 HTS: raises or lowers MEK5 binding to wildtype human MEKK2 PB1 domain | Q9Y2U5 | bead flow cytometry, Alexa488-MEK5 binding to MEKK2 WT; actives lie on both sides | binding response (% of control), % at 10 µM | 1.1% of 290,000 active; in the data active = binding response below about 67% or above about 130%
Numbers without * were called inactive; / = no result given.

cpd | SMILES | DNA FID counter | NALP1 yeast inh | MEKK3 PB1 HTS | MEKK2mut PB1 HTS | OXTR agonist | PHOSPHO1 inh | M18AAP inhibitor | GPR7 antag | MEKK2wt PB1 HTS
1 | Cc1ccc(S(=O)(=O)CC(=O)Nc2nnc(C(C)C)s2)cc1 | -24 | -2 | 101 | 2 | 0.0 | 14 | 1 | -1 | 97
2 | COc1ccc(C)cc1S(=O)(=O)N1CCCC(C(=O)NCc2ccccn2)C1 (stereo unspecified) | -20 | 8 | 97 | 3 | -1.0 | 23 | 5 | -2 | 98
3 | CCOC(=O)C1=C(N)OC2=C(C(=O)CC(C)(C)C2)C1c1cc(CSc2nnnn2C)cs1 (stereo unspecified) | -15 | -5 | 104 | 6 | 0.1 | 4 | 13 | -3 | 101
4 | Brc1ccc(CSc2nnc(-c3ccccn3)n2Cc2ccco2)cc1 | -28 | 13 | 101 | 0 | -0.8 | 47 | -35 | 18* | 99
5 | Cc1ccc(C(=O)N2CCN(CCNC(=O)C(=O)NC(C)C)CC2)cc1 | 1 | 6 | 94 | -10 | -1.3 | 12 | 1 | 14 | 81
6 | Cc1nc2ccccn2c1-c1nnco1 | 2 | -1 | 104 | 13 | -0.3 | 3 | 1 | 4 | 102
7 | Cn1c(=O)c2c(ncn2CCOc2cccc(Br)c2)n(C)c1=O | -16 | 5 | 104 | 4 | 5.1 | 52 | 1 | -9 | 105
8 | CC(=O)OC1CC(C)(C)N(OC(=O)c2ccc(N)cc2)C(C)(C)C1 | -18 | -15 | 98 | 6 | -0.5 | 26 | 0 | 7 | 99
9 | COc1ccc(C2CC(C(F)(F)F)n3nc(C(=O)Nc4c(C)n(C)n(-c5ccccc5)c4=O)c(Cl)c3N2)cc1 (stereo unspecified) | -15 | 35 | 103 | 0 | -0.8 | 1 | -1 | -10 | 108
10 | Cc1cc(NC(=O)/C=C/C(=O)N(c2ccccc2C)C(C(=O)NC2CCCC2)c2ccc(F)cc2)no1 (stereo unspecified) | -15 | 5 | / | / | -1.4 | 4 | 3 | -7 | /
11 | COc1nc(OC/C(N)=N/O)nc(N2CCOCC2)n1 | -2 | 16 | 104 | 4 | 0.4 | 1 | -2 | -7 | 108
12 | C/C(=N\NC(=O)c1nnn(-c2nonc2N)c1CN(C)c1ccccc1)c1cccs1 | -30 | 4 | 103 | -1 | 6.2 | 12 | 0 | -10 | 104
13 | COc1ccc(CNC(=O)Cn2cc([N+](=O)[O-])nc2C)cc1 | 2 | 11 | 100 | 0 | -0.3 | -12 | 8 | -1 | 97
14 | Cc1onc(-c2ccccc2)c1-c1nnc(-c2ccccc2C(F)(F)F)o1 | -21 | 13 | 93 | -5 | -2.5 | 41 | -4 | -7 | 97
15 | CCCn1c(SCC(=O)c2ccc(OC)c(OC)c2)nc2c1c(=O)n(C)c(=O)n2C | -1 | -1 | 103 | 2 | -0.5 | -1 | -10 | -8 | 100
16 | COc1ccc(/C(N)=N/OC(=O)CCC2CCCC2)cc1OC | -25 | -9 | 102 | 10 | -0.5 | -9 | 0 | -13 | 115
17 | O=C(CC1NC(=O)NC1=O)Nc1cccc2ccccc12 (stereo unspecified) | -1 | 3 | 99 | 0 | -0.3 | -21 | -5 | -3 | 95
18 | COc1ccc(CCNC(=O)CSc2nnc(-c3ccccc3)o2)cc1OC | / | 3 | 104 | 4 | -0.1 | 3 | / | / | 107
19 | O=C(Nc1ccc(NC(=O)C2CC2)cc1)c1cccs1 | -8 | 17 | 93 | -10 | 1.0 | 21 | 1 | -11 | 90
20 | COc1ccc(-c2nc(NC3=NCCCCC3)sc2C)cc1 | 7 | 16 | 103 | -4 | -1.2 | 58 | 1 | -7 | 102
21 | CC(C)c1ccc(Nc2nc(Cl)nc(NCCO)n2)cc1 | -9 | 17 | 101 | -2 | -0.9 | 25 | -4 | 10 | 100
22 | COc1ccc(Cl)c(OC)c1C(=O)NC(=O)Nc1nc(C)nc(C)n1 | -17 | 12 | 102 | 8 | -0.8 | 33 | -3 | -8 | 109
23 | CCOC(=O)N1CCC(c2cc(=O)n3[nH]c(-c4ccccc4)cc3n2)CC1 | -8 | 24 | 95 | 3 | 0.5 | 38 | -1 | 12 | 97
24 | O=C(CCCO)NC1Cc2ccccc2C1 | -2 | 22 | 127 | 22 | 0.2 | 4 | -12 | -15 | 123
25 | O=c1c2c(-c3cccs3)csc2[nH]c(=S)n1-c1ccccc1 | -5 | -12 | 106 | 6 | 0.3 | 67* | 6 | -5 | 108
26 | C/C(=N\OCC(=O)Nc1cc(C)cc(C)c1)c1ccc2c(c1)OCCO2 | -23 | 40 | 109 | 5 | -1.8 | -17 | -5 | 4 | 109
27 | S=C(NCC1CC1)N/N=C/c1ccccc1Cl | -8 | -2 | 101 | 1 | -2.4 | -8 | -5 | -5 | 100
28 | O=C(Cc1ccccc1)Nc1ccc(N2CCN(Cc3ccccc3F)CC2)cc1 | -8 | 10 | 98 | -2 | -0.2 | 17 | 4 | -16 | 97
29 | CCC(=O)NC(=S)Nc1ccc(NC(=S)NC(=O)c2ccccc2)cc1 | -2 | -14 | 100 | -6 | / | -1 | 2 | -7 | 99
30 | Cc1ccc2nc(N3CCC(C(=O)O)CC3)nc(-c3ccccc3)c2c1 | -21 | -36 | 103 | 1 | 4.1 | 29 | 11 | -2 | 103
31 | COc1cc(OC)cc(C(=O)N2CCN(C(=O)c3cccc(F)c3)CC2)c1 | -12 | 18 | 102 | 4 | -0.2 | -31 | 2 | -9 | 102
32 | COC(=O)CN(c1ccc(OC)c(OC)c1)S(C)(=O)=O | 1 | 8 | 93 | 0 | -0.1 | 19 | -1 | -13 | 92
33 | CCN(CC)CCNC(=O)CNC(=S)N(CCCN1CCOCC1)Cc1cccs1 | 16 | 24 | 99 | -1 | 0.3 | -3 | -1 | -7 | 103
34 | Cc1cccc(Cn2nc(-n3cccc3)c3c(C)cc(C)nc32)c1 | -13 | -46 | 106 | -42 | -2.2 | 20 | 8 | -3 | 99
35 | Cc1ccc(S(=O)(=O)N(CC(=O)NC2CCCCCC2)c2ccccc2F)cc1 | -7 | 10 | 100 | 9 | -0.9 | -7 | -7 | 7 | 100
36 | CC1(C)OC(c2ccccc2)=C/C(=C/C=N/NC(=O)c2ccncc2)O1 | -30 | -17 | 98 | -3 | -2.2 | 10 | -9 | -14 | 96
37 | Cc1ccc(OCC(=O)Nc2cccc(S(=O)(=O)N3CCCCC3)c2)c([N+](=O)[O-])n1 | 1 | 17 | 99 | 15 | 3.6 | 7 | -14 | -5 | 116
38 | CCOc1ccc(CNn2cnnc2)cc1 | -4 | 7 | 97 | -1 | 0.1 | 20 | 3 | 0 | 94
39 | COC(=O)c1ccc(C(=O)N(C)C2CCCN(Cc3ccccc3F)C2)cc1 (stereo unspecified) | -18 | -8 | 103 | 6 | -1.5 | / | -7 | -15 | 105
40 | CCOC(=O)C1=C(N)Oc2ccc3ccccc3c2C1c1cccnc1 (stereo unspecified) | -16 | -5 | 103 | -2 | -1.4 | -8 | -12 | -18 | 96
41 | Cc1cc(C)c(NC(=O)/C=C\C(=O)O)c(Cl)c1 | -3 | 20 | 102 | 2 | 1.3 | -3 | -26 | -11 | 103
42 | O=S(=O)(Nc1nc2ccccc2nc1Nc1ccc(N2CCOCC2)cc1)c1cc(Cl)ccc1Cl | -3 | 26 | 150* | 0 | 1.3 | -12 | 3 | 2 | 102
43 | COc1ccccc1N1CCN(C(=O)c2cc(C)on2)CC1 | -13 | 4 | 100 | 1 | 0.4 | 37 | 4 | 1 | 95
44 | O=C(Cc1ccsc1)N1CCN(S(=O)(=O)c2cc(C(F)(F)F)cc(C(F)(F)F)c2)CC1 | -33 | 26 | 91 | -11 | 0.6 | 1 | -2 | 5 | 86
45 | O=C(NC1CCCC1)C(c1ccco1)N(Cc1ccccc1)C(=O)c1csnn1 (stereo unspecified) | -26 | -5 | 100 | -1 | -1.4 | 7 | 9 | 18 | 96
46 | Cc1ccc2cc(-c3noc(C4CCCO4)n3)c(=O)[nH]c2c1 (stereo unspecified) | -11 | -20 | 103 | 4 | -0.4 | -26 | -3 | 3 | 104
47 | COc1ccc(C2C(C(=O)N3CCN(C)CC3)c3cc(OC)c(OC)cc3C(=O)N2C)cc1 (stereo unspecified) | 5 | 18 | 81 | -15 | 0.3 | 4 | -5 | 4 | 77
48 | NC(=O)c1ccccc1NS(=O)(=O)c1ccc(F)cc1 | 1 | -10 | 95 | -14 | 0.5 | 37 | -2 | -13 | 86
49 | Cc1cc(C)nc(NC(=S)Nc2ccc(F)cc2F)c1 | -3 | 14 | 101 | -1 | -0.6 | 30 | -1 | -10 | 102
50 | COc1ccc(C(CCNC(C)c2ccccc2)c2ccc(F)cc2)cc1 (stereo unspecified) | 23 | 43* | 107 | 46 | 14 | -16 | -2 | 40* | 156*
51 | CCc1cc2c(N3CCN(C(=O)c4ccco4)CC3)ncnc2s1 | -24 | -8 | 100 | -9 | 0.7 | 45 | 4 | 5 | 96
52 | Cc1ccc(-n2c(SCC(=O)Nc3cccc(S(N)(=O)=O)c3)nc3ccccc32)cc1 | -16 | 39 | 93 | -1 | -0.7 | -35 | 9 | 8 | 98
53 | CCCCNC(=O)CCC(=O)NNc1nc2ccccc2c2nc(-c3ccccc3)nn12 | -9 | 22 | 102 | 0 | 1.0 | -7 | 4 | -7 | 100
54 | C(=C\c1ccccc1)/C=N/Nc1nc(N2CCCCC2)nc(N2CCCCC2)n1 | -1 | -2 | 94 | 2 | 0.8 | 36 | 0 | -7 | 99
55 | Cc1cc(Cl)ccc1C(=O)C1CCCN(C(=O)CCN2CCCO2)C1 (stereo unspecified) | -19 | -2 | 99 | -5 | 0.2 | 48 | -5 | -17 | 103
56 | COc1ccc(CNS(=O)(=O)c2ccc3c(c2)NC(=O)CS3)cc1 | -13 | 14 | 89 | -11 | 1.6 | 15 | 6 | 10 | 90
57 | Cc1cc(C(=O)Nc2nnc(C3CCCCC3)s2)cs1 | 0 | -26 | 102 | 7 | 1.8 | -36 | -1 | -11 | 102
58 | O=C(CCc1nnc2ccc(NCc3ccco3)nn12)N1CCCCC1 | -21 | 6 | 103 | 1 | 1.1 | 38 | 14 | -4 | 106
59 | CCn1c(=O)cc(OCC(=O)NC2CCCCC2)c2ccccc21 | -22 | 2 | 105 | 1 | -1.4 | -3 | -3 | 1 | 99
60 | Cc1ccc(CNC(=O)c2ccc(N3CCCC3=O)cc2)cc1 | -11 | 9 | 100 | 2 | 0.6 | -1 | -3 | -5 | 97

Single values from the entries so far:
no. 57 in OXTR agonist → 1.8
no. 45 in NALP1 yeast inh → -5

2 compounds drawn at random from those above:
cpd | SMILES | DNA FID counter | NALP1 yeast inh | MEKK3 PB1 HTS | MEKK2mut PB1 HTS | OXTR agonist | PHOSPHO1 inh | M18AAP inhibitor | GPR7 antag | MEKK2wt PB1 HTS
43 | COc1ccccc1N1CCN(C(=O)c2cc(C)on2)CC1 | -13 | 4 | 100 | 1 | 0.4 | 37 | 4 | 1 | 95
56 | COc1ccc(CNS(=O)(=O)c2ccc3c(c2)NC(=O)CS3)cc1 | -13 | 14 | 89 | -11 | 1.6 | 15 | 6 | 10 | 90

Other structures.
cpd | SMILES | DNA FID counter | NALP1 yeast inh | MEKK3 PB1 HTS | MEKK2mut PB1 HTS | OXTR agonist | PHOSPHO1 inh | M18AAP inhibitor | GPR7 antag | MEKK2wt PB1 HTS
61 | CC(C)N1CC(COc2ccc(Cl)cc2Cl)OC1=O (stereo unspecified) | -18 | -1 | 96 | 0 | 0.9 | 33 | -3 | 2 | 98
62 | Cc1nn2c(Nc3ccc(F)cc3)c3c(nc2c1-c1ccccc1)CCC3 | 4 | 26 | 119 | 1 | -1.1 | 23 | 0 | -3 | 108
63 | Cc1cc(/C=C2/NC(=O)NC2=O)c(C)n1-c1ccncc1 | -8 | 17 | 100 | -1 | 2.9 | -35 | 10 | -10 | 96
64 | COc1ccc(/C=N/n2c(C)nnc2C)c(OC)c1 | 0 | 43 | 87 | -7 | 0.1 | 48 | 0 | -6 | 88
